3CLpro inhibitor: SARS-CoV 3CLpro protease inhibition | inhibition, % at 6 µM | AID 1706 | 290,000 compounds, 0.14% hits | P0C6X7 | recombinant SARS-CoV 3CLpro, quenched FRET peptide cleavage; in the data active means inhibition above about 12%
Anthrax LF prot: blocks Bacillus anthracis lethal factor protease. P15917. multiplex microsphere protease cleavage assay, LF. inhibition, % at 10 µM. 360,000 compounds, 0.12% hits; further: plate controls were buffer without enzyme for full effect and enzyme alone for no effect
Target sequence (P15917 whole entry, looked up): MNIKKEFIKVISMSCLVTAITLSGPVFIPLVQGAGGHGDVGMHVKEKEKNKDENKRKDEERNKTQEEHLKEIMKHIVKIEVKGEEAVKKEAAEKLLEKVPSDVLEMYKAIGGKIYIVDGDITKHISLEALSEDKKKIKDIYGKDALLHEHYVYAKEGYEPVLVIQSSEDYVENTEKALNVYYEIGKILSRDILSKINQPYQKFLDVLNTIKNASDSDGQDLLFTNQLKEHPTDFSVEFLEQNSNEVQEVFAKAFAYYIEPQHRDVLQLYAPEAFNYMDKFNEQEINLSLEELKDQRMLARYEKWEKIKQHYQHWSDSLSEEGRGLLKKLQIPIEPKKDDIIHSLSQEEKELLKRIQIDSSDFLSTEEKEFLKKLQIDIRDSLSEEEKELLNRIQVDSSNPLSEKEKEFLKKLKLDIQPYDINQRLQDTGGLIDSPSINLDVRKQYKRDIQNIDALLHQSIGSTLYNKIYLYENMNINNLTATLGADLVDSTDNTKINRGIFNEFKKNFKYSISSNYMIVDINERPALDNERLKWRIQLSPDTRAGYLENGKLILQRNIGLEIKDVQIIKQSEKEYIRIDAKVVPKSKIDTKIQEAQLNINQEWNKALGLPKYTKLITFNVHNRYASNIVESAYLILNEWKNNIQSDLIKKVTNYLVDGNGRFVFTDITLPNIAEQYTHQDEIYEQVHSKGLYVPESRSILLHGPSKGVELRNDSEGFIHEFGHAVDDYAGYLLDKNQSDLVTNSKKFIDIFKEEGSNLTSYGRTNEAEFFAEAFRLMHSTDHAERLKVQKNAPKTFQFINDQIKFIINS
DUSP3 inh: DUSP3 (human) phosphatase inhibition. recombinant VHR phosphatase, pNPP absorbance. inhibition, % at 13.3 µM. 290,000 compounds, 0.52% hits. AID 1654; in the data active means inhibition above about 50%; further: some compounds called inactive have numbers as strong as hits
Target sequence (P51452 whole entry, looked up): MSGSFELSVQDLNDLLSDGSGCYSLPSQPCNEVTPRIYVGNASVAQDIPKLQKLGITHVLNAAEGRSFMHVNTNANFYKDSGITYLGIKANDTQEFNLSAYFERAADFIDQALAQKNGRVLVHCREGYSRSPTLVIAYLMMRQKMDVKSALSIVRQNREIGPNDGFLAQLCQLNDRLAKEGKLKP
TcdB GH inh: TcdB glycohydrolase inhibition | TcdB glycohydrolase enzymatic assay, plate reader | inhibition, % at 9.99 µM | 350,000 compounds, 0.24% hits; in the data active means inhibition above about 10%
PfHsp40 yeast: compounds rescuing yeast from Plasmodium falciparum HSP40 toxicity | S. cerevisiae expressing PfHsp40, growth rescue, ATP luminescence | growth rescue, % at 12.5 µM | 340,000 compounds, 0.68% hits; in the data active means growth rescue above about 28%, passing the limit was not always enough;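 further: yeast W303a lacking pdr1 and pdr3 grown in galactose medium; growth measured after three days at 30 °C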
Vc quorum ag: quorum light induction in luxS cqsA deficient V. cholerae; V. cholerae BH1578 lux reporter, luminescence, 6 h; activation, % at 18.7 µM; 350,000 compounds, 0.16% hits; in the data active means activation mostly above about 9.7%, no sharp cut-off; further: not every result past the cut was called active; inactives centre near 0; reference of the scale not given here
SSB-PriA inh: inhibitors of Klebsiella pneumoniae PriA binding to SSB C-terminal tail; AlphaScreen SSBct-PriA binding, biotinylated peptide; inhibition, % at 33 µM; 430,000 compounds, 0.6% hits; AID 1272365; in the data active means inhibition mostly above about 37%, no sharp cut-off; inactive means mostly below about 20%;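 further: plate controls were negative control peptide for no effect and reference peptide for full effect; strong numbers were not always called active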
CCHF vOTU inh: blocks the CCHF virus ovarian tumor domain protease; CCHFV vOTU protease, Pep-AMC fluorescence; inhibition, % at 11.5 µM; 370,000 compounds, 0.55% hits; AID 651958; in the data active means inhibition above about 30%; further: 0% = vehicle wells with enzyme and 100% = no enzyme wells
BoNT-A LC inh2: blocks Botulinum neurotoxin A light chain protease; inhibition, % at 10 µM; multiplex microsphere protease substrate cleavage, flow cytometry; AID 588499; 360,000 compounds, 0.17% hits; further: plate controls were buffer without enzyme for full effect and enzyme alone for no effect
Yp Topo-I inh: blocks Yersinia pestis topoisomerase I activity; AID 504884; activity, % at 10 µM; 360,000 compounds, 0.064% hits; Y. pestis Topo-I cleavage product accumulation, plate reader; in the data active means activity above about 50%, passing the limit was not always enough; further: inactives centre near 2
Starred values were filed as active, the others as inactive; i = inactive; x = not tested or not shown; & = joins results of further samples. Unless noted, no stated cut-off is given here; in the data, active means inhibition above about 30%; inconclusive means no clear call, values can overlap the other calls; inactive means below that.

Values run as follows: 3CLpro inhibitor, Anthrax LF prot, DUSP3 inh, TcdB GH inh, PfHsp40 yeast, Vc quorum ag, SSB-PriA inh, CCHF vOTU inh, BoNT-A LC inh2, Yp Topo-I inh
CCCCS(=O)(=O)Nc1ccc(C)cn1
    1, 13, -2, 1.1, -0.5, i, -2, -29, 13, 4
COc1ccc(Cl)cc1NC(=O)CN(C)CC(=O)Nc1ccc(S(N)(=O)=O)cc1
    -3, -1, 53*, -0.8, 0.3, -0.3, -1, 5, 0.2, 4
CCCCCc1ccc(-c2ccc(C(=O)O)cc2)nc1
    -1, 0, -5, x, 1.0, -0.2, -12, -4, -0.4, 7
CCN(CC)CCNC(=O)c1ccc(NC(=O)CC(NC(=O)c2ccccc2Cl)c2ccccc2)cc1 (stereo unspecified)
    0, -1, 22, 0.4, 1.3, i, 2, -6, -2.1, -11
Cc1cc(C)c(S(=O)(=O)N2CCOC2CNC(=O)C(=O)NCCCN2CCCC2=O)c(C)c1 (stereo unspecified)
    -8, -2, 33, 2.2, 1.0, i, -3, 0, -1.2, -10
CC(C)C[C@@H](NC(=O)C1CCC(CNC(=O)[C@H](Cc2ccccc2)NC(=O)OC(C)(C)C)CC1)C(=O)O (stereo partly specified)
    9, 4, -4, -0.5, 1.4, 0.4, -15, -12, -4.2, 8
CCSc1nnc(NC(=O)CSc2ncccn2)s1
    7, 0, -1, x, -1.3, -2.1, -5, 5, -0.3, 3
CC1CCCC(NC(=O)CSc2nnnn2C)C1C (stereo unspecified)
    1, 1, 11, -0.2, -1.3, 1.7, 3, 5, 0.5, 6
CCCCn1c(N)c(N(CCOC)C(=O)c2cccc(OCc3ccccc3)c2)c(=O)[nH]c1=O
    x, x, x, 0.7, 0.8, -1.2, 1, -15, x, 10
COCCN(C(=O)CN1CCc2ccccc2C1)c1c(N)n(Cc2ccccc2)c(=O)[nH]c1=O
    -2, 12, 26, x, 1.3, -7.1, -21, -4, 0.5, -1
CC(NC(=O)C1CCC1)c1ccccc1 (stereo unspecified)
    -3, -1, 17, x, 0.3, i, 0, 12, -0.4, 5
Cc1ccc(C(=O)NNC(=O)/C=C\C(=O)O)cc1
    -1, 1, 9, 0.1, -0.7, 0.4, -2, -7, -0.6, -6
Cc1ccc(S(=O)(=O)N(C)c2ccc(C(=O)NCC3(N(C)C)CCCCC3)cc2)cc1
    4, -9, 30, 2.4, -0.3, i, 8, -5, -1.5, -6
O=C(NCc1ccco1)C(c1ccco1)N(C(=O)Cn1nnc2ccccc21)c1ccc2c(c1)CCC2 (stereo unspecified)
    15*, -5, x, x, 0.6, 3.6, 6, 8, -0.3, 18
Cc1cc(=O)[nH]c(SCC(=O)Nc2ccc(S(N)(=O)=O)cc2)n1
    3, -3, 6, -1.0, -0.6, -0.5, -6, 6, -0.6, 4
CCCCP(=O)(O)CCC(=O)O
    -2, 2, 31, x, 1.8, i, -24, 0, -1.1, -7
CCc1ccc(S(=O)(=O)NCc2cn3c(C)csc3n2)s1
    -4, -12, 11, 0.9, -0.6, -0.3, -6, 1, -0.5, 0
COc1ccc([C@H]2C[C@H](O)[C@@H](n3cc(C4CC4)nn3)CN2C(=O)C2CCCCC2)cc1
    x, -3, x, -2.2, x, -0.4, x, 22, 0.4, -3
O=C(c1ccc(F)cc1)N1CCN(C2CC3CCC2C3)CC1 (stereo unspecified)
    -2, -5, 33, 0.0, -0.3, -0.3, -14, -1, -0.1, 16
O=S(=O)(Nc1ccc(-c2ccc3nncn3n2)cc1)c1cccc(F)c1
    x, 3, x, -0.4, -0.9, i, -3, 3, -0.8, -13
CCc1ccc(CN2C(=O)c3ccccc3C2C(=O)NCC2CCCO2)cc1 (stereo unspecified)
    3, -4, -2, 1.0, 0.1, -0.5, -6, 8, -1.0, 0
Cc1cc(C)c(S(=O)(=O)N2CCOC2CNC(=O)C(=O)NCCCN2CCOCC2)c(C)c1 (stereo unspecified)
    11, -8, 18, -2.9, -1.3, 0.6, -2, -8, -1.2, 5
CCOC(=O)c1sc(Nc2ccccc2Cl)nc1C
    -1, -6, 16, 1.1, 2.0, i, -20, 11, -2.4, 19
Cc1cn(CCOc2ccc(Cl)cc2)c(=O)[nH]c1=O
    -3, -3, 2, 1.0, 0.7, i, -3, -18, -2.6, 3
COc1cc(CNCc2ccccn2)ccc1OCC(N)=O
    5, 0, 6, 0.5, -0.1, i, -6, -23, 0.1, 11
CCn1nc(C(C)C(=O)O)c2ccccc2c1=O (stereo unspecified)
    7, -3, 14, 0.3, -0.7, -2.1, -15, 3, -3.0, 5
O=C(Nn1cnnc1)c1ccc(F)cc1
    -3, -2, 10, -1.2, 7.8, -1.9, -10, -6, -1.1, 2
COc1ccccc1NC(=O)COc1cccc2c1CCNC2=O
    x, -2, x, 5.2, -1.1, -3.7, -1, 16, -2.6, 4
O=C(COC(=O)CNC(=O)c1ccc(Cl)cc1)Nc1ncc(C(F)(F)F)cc1Cl
    -2, 1, 4, -2.4, -0.2, -4.2, 0, 6, -0.4, -12
COCCN(C(=O)COC(=O)CCc1ccccc1OC)c1c(N)n(Cc2ccccc2)c(=O)[nH]c1=O
    x, -2, x, 2.1, -1.0, -1.4, -5, -3, 1.7, 3
Cc1nonc1OCC(C)(COc1nonc1C)NC(=O)c1ccccc1
    3, 1, 0, x, -1.1, i, 2, 2, 3.3, -3
CC(OC(=O)CCC(=O)c1cccs1)C(=O)Nc1ccc(Cl)cn1 (stereo unspecified)
    0, -2, -3, x, -0.5, -0.3, -25, -5, 0.1, -3
Cn1c(CCC(=O)Nc2ccc(F)cc2)nc2cc(S(=O)(=O)N3CCOCC3)ccc21
    x, -1, x, 1.3, -0.6, -1.2, -8, 10, 0.9, 1
COc1ccc(-n2ncc(C(=O)NC3CC3)c2C2CCN(C(=O)OC(C)(C)C)CC2)cc1
    0, -2, 8, 2.7, 0.4, -0.2, -13, 14, -0.4, 6
Cc1ccc(Nc2ncccc2C(N)=O)cc1
    0, -1, 34, x, 0.4, i, -3, -7, -0.2, -1
CC(NC(=O)C1CCN(C(=O)[C@@H]2Cc3ccccc3CN2)CC1)c1ccccc1 (stereo partly specified)
    8, 1, 18, 2.0, 1.2, 7.1, -2, -9, 0.4, 8
CC(C)C[C@@H](CN)NC(=O)c1nc[nH]c1C(=O)N[C@@H](C)C(=O)CNC[C@H](CC(C)C)NC(=O)c1nc[nH]c1C(=O)N[C@@H](Cc1ccccc1)C(=O)O
    x, 0, x, 0.0, -0.7, 1.1, 2, 15, 0.5, 20
COc1ccc(NS(=O)(=O)c2cccc(C(=O)NNC(=O)c3ccc(C)o3)c2)cc1
    x, x, x, 0.5, 0.1, i, 3, 2, x, 3
CCOc1ncccc1C(=O)OCC(=O)Nc1ccc(C)c(S(=O)(=O)N2CCOCC2)c1
    -2, -3, 5, 1.5, 1.2, -0.2, -2, 9, -0.2, -12
O=C(N/N=C/c1ccc(Cl)cc1Cl)c1ccc2nc[nH]c2c1
    4, -2, -14, 0.3, -1.5, 0.0, x, 23, 0.3, -13
COc1ccc(NC(=O)c2cccnc2N2CCCC2)cc1
    3, -2, -10, -3.5, 0.3, i, 4, 4, 0.9, 2
Cc1nc2ccc(NC(=O)Cc3ccccc3F)cc2s1
    0, 0, 7, -0.5, 11, -0.4, -6, -19, -1.1, 3
O=C(COc1ccccc1N1C(=O)c2ccccc2C1=O)c1ccc(Cl)cc1
    1, -2, 5, 3.3, 3.0, -1.2, 4, -4, 0.1, -1
CC(=O)N1c2ccc(S(=O)(=O)N3CCC(C(=O)N4CCN(c5cc(Cl)ccc5C)CC4)CC3)cc2CC1C (stereo unspecified)
    11, 1, -2, -3.9, 0.1, 0.1, -2, 11, -0.8, 30
COCCCNC(=S)NNC(=O)c1ccoc1C
    -6, 1, 27, x, -1.3, -0.2, 7, 8, 0.6, -2
CSCC[C@H](NC(=O)COc1cc2c(c3oc(=O)c(C)c(C)c13)CCC(C)(C)O2)C(=O)O
    -1, 1, -29, 0.3, -1.6, 0.5, -3, -238, -0.1, 1
Brc1ccc(-c2cn3c(n2)CCc2ccc4cccnc4c2-3)cc1
    -7, -4, 44, x, 4.2, -1.9, 53*, 5, 2.0, 3
CN(C(=O)c1cccs1)C1(C)CCS(=O)(=O)C1 (stereo unspecified)
    2, -3, -23, -8.7, -2.1, i, 16, 12, -3.2, 12
O=C1Nc2ccccc2C1=Nc1ccc2[nH]c3ccccc3c2c1
    x, -6, x, 1.9, -0.4, i, -7, -50, 1.1, -34
CN(C)c1cc2c(c(N(C)C)c1)C(=O)c1ccccc1C2=O
    -4, -8, 12, x, 0.3, -3.2, 80, 8, 0.2, -19
CC(C(=O)N1CCOCC1)N1c2cccc3cccc(c23)S1(=O)=O (stereo unspecified)
    1, -2, 11, x, 0.5, -1.7, -11, 4, 0.0, -1
CC(=O)N1N=C2c3ccccc3CCC2C1c1cccs1 (stereo unspecified)
    8, -6, 1, 0.7, x, 0.6, 2, 2, 0.1, 11
CCN1CCN(CCCNC(=O)CNC(=O)c2nn(-c3ccc(OC)cc3)c(=O)c3ccccc23)CC1
    -2, -3, -3, -0.7, -0.6, 0.0, -2, -14, 0.0, -3
C/C(CC(=O)Nc1ccc(Cl)c(C(F)(F)F)c1)=N\NC(=O)c1ccccc1O
    2, 2, -10, x, -0.8, -0.2, x, 9, 0.1, 2
CC1CCCN(c2cc3c(cc2[N+](=O)[O-])C(=O)N(c2ccccc2)C3=O)C1 (stereo unspecified)
    1, 0, -7, x, -1.2, i, -18, 7, -0.2, -3
Cc1ccc(C(=O)NCCn2cc(SCC(=O)Nc3nnc(C)s3)c3ccccc32)cc1
    4, 0, 25, -1.0, -1.3, i, -5, 8, 0.3, 4
CC(C)CCn1c(=O)c(C(=O)NCc2ccc3c(c2)OCO3)c(O)c2ccccc21
    1, -4, -1, 0.0, -0.5, i, 11, -5, 2.0, -1
CC(C)OC(=O)C(CC(=O)O)N1CCOCC1 (stereo unspecified)
    -7, -4, 16, 0.5, -2.2, x, -1, -4, -0.4, -2
O=C(c1ccncc1)N1CCN(S(=O)(=O)c2cccc(F)c2)CC1
    -1, 1, 22, 1.1, 1.3, -0.2, -1, 1, 1.8, 2
COc1ccccc1/C=C/C=N/NC(=O)Cc1cccs1
    3, 0, 5, x, -0.7, i, x, 19, -0.3, -3

(list continues)
Values run as follows: 3CLpro inhibitor, Anthrax LF prot, DUSP3 inh, TcdB GH inh, PfHsp40 yeast, Vc quorum ag, SSB-PriA inh, CCHF vOTU inh, BoNT-A LC inh2, Yp Topo-I inh
COc1cc(OC)cc(-c2nnc(SCC(=O)N3c4ccccc4Sc4ccccc43)o2)c1
    3, -4, x, x, 0.1, i, -17, 5, -0.1, -1
O=C(NC(c1ccc(Cl)cc1)c1ccccn1)C1CCN(CCOc2ccc(Cl)cc2Cl)CC1 (stereo unspecified)
    x, -1, x, -4.1, x, -1.6, x, 20, -0.6, 16
O=C(O)c1ccc(NS(=O)(=O)c2ccc(Cl)c(C(=O)Nc3ccccc3[N+](=O)[O-])c2)cc1
    4, x, 35, -2.4, -0.4, i, -5, 2, x, 11
NS(=O)(=O)c1ccc2nc(NC(=O)c3ccc4ncsc4c3)sc2c1
    -4, -2, 24, x, 0.4, -0.2, 0&-6, x, -2.1, -2
CC12CC(c3ccccc3O1)C(C(=O)OCc1ccccc1)C(=O)N2 (stereo unspecified)
    0, -2, -9, x, -0.4, -0.4, -30, 38*, -2.2, 7
COc1cccc(C(=O)OCC(=O)Nc2sc3c(c2C(N)=O)CCC3)c1O
    x, 1, x, -2.1, 0.7, -3.1, -3, 28, -7.0, -1

Shown as comma-separated lines: 2 of the compounds above.
smiles,3CLpro inhibitor,Anthrax LF prot,DUSP3 inh,TcdB GH inh,PfHsp40 yeast,Vc quorum ag,SSB-PriA inh,CCHF vOTU inh,BoNT-A LC inh2,Yp Topo-I inh
NS(=O)(=O)c1ccc2nc(NC(=O)c3ccc4ncsc4c3)sc2c1,-4,-2,24,x,0.4,-0.2,0&-6,x,-2.1,-2
O=C(NC(c1ccc(Cl)cc1)c1ccccn1)C1CCN(CCOc2ccc(Cl)cc2Cl)CC1 (stereo unspecified),x,-1,x,-4.1,x,-1.6,x,20,-0.6,16

Screening data: PubChem BioAssay, several laboratories

These rows are one share of the data; the hit share may differ from the screen's.
